TTR transcr act – activators of transthyretin transcription; AID 1117267; SH-SY5Y TTR promoter Gaussia luciferase, luminescence; 100% = recombinant luciferase protein wells; actives 1.3% (n = 92,000); activation, % at 16.7 µM;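 active = activation above the mean of all tested compounds plus 3 SD, cut at about 9.5% in these data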;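 also: cells exposed to compounds for one day before reading; 0% = median of all test compound wells on the plate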
The depositor's hits bear a star. These rows are one share of the data. The share of hits here may be higher or lower than overall.

mol	TTR transcr act
Cc1ccc([N+](=O)[O-])c(C(=O)N/N=C/c2cccs2)c1	-1.4
CCN(CC)C(=O)c1ccc(Cn2cc([N+](=O)[O-])cn2)o1	0.0
CCOC(=O)C(=CNc1ccc(NC2=NCC(C)S2)cc1)C(=O)OCC (configuration not stated)	-0.1
COC(c1ccccc1)c1nnc(CCC(=O)N(C)Cc2cccc(-n3cccn3)c2)o1 (configuration not stated)	-1.2
Fc1ccc(CNCc2cccc(Br)c2)cc1	1.4
COc1ccccc1NCCC#N	-1.4
COc1cccc(N(C(=O)c2ccco2)C(C(=O)NC2CCCC2)c2ccc(N3CCOCC3)cc2)c1 (configuration not stated)	3.0
CCOc1ccc(/C=N/NC(=S)NC2CC3CCC2C3)cc1 (configuration not stated)	-1.8
CCCCN(CC)Cc1c(O)ccc2c(-c3ccccc3)cc(=O)oc12	1.0
FC(F)(F)c1cccc(N2CCCCC2)c1	2.2
COc1ccc(C(C)C)cc1S(=O)(=O)NCc1ccccn1	-0.4
CCOc1ccccc1NC1c2ccccc2C(=O)N1c1cccnc1 (configuration not stated)	0.4
COC(=O)C(CC(=O)c1ccc(Br)cc1)n1cccn1 (configuration not stated)	-1.9
COC(=O)C1(CCSC)NC(c2ccc(OC)cc2OC)C2C(=O)N(c3cccc(C(C)=O)c3)C(=O)C21 (configuration not stated)	1.5
CCn1c(C)nc([N+](=O)[O-])c1Sc1ccc(F)cc1	-1.4
Cc1nnc2sc(SCC(=O)Nc3cccc(Cl)c3)nn2c1=O	3.9
CC(C)(C)c1cc(NC(=O)COC(=O)C2CC2)n(-c2ccccc2)n1	-1.1
N#Cc1c(NC(=O)/C=C/c2ccco2)sc2c1CCCC2	2.0
COc1cccc(CN(C)Cc2nc3cc(C(F)(F)F)ccc3c(=O)[nH]2)c1	-0.4
CCOC(=O)c1sc(=S)n(-c2ccc(OC)cc2)c1C	-0.8
O=C(COC(=O)/C=C/c1ccc(F)cc1)NC1CCCC1	2.4
C[C@@H]1CN(S(=O)C(C)(C)C)[C@H](CCO)/C1=C\c1ccccc1 (some centres not stated)	2.0
CN(C(=O)C1CCC(=O)N(CCc2ccc(Cl)cc2)C1)C1CCOCC1 (configuration not stated)	-0.5
COc1ccc(-n2nc3c(c2NC(=O)c2cc(Br)ccc2Cl)CS(=O)C3)cc1 (configuration not stated)	0.2
COCCN1C(=O)c2ccccc2C(C(=O)NCc2ccco2)C1c1c[nH]c2ccccc12 (configuration not stated)	-0.1
Cc1cc(C)cc(NC(=O)c2sc3nc(C)cc(C)c3c2N)c1	-1.0
O=C(CNCC1CCCO1)Nc1ccccc1N1CCOCC1 (configuration not stated)	-1.0
Cc1ccc(-c2nnn(C(C)C(=O)N3c4ccccc4CCc4ccccc43)n2)cc1 (configuration not stated)	-5.0
O=C(CCSc1ccccc1)Nc1nc2c(s1)COc1ccccc1-2	2.0
O=C(NCc1ccc(S(=O)(=O)NC2CCCCC2)s1)c1ccccc1	-1.4
COc1ccc(S(=O)(=O)NC(C)C(=O)NCCN2CCOCC2)cc1Cl (configuration not stated)	-1.7
Cc1cccn2c(CNCC3OCCc4ccccc43)c(C(=O)N3CCCCC3)nc12 (configuration not stated)	1.1
CC(=O)Nc1nc(COc2ccccc2)cs1	-0.8
COc1ccc2nc(SC)cc(C)c2c1	-1.2
Cc1cc(C)c(S(=O)(=O)c2ccccc2)c(N(C)C)n1	-2.0
COc1cccc(NC(=O)Nc2nccc(C)n2)c1	2.1
CCn1c(-c2nn(-c3ccc(C)cc3)ccc2=O)n[nH]c1=S	0.4
COc1ccccc1N1CCN(C(=O)c2cccc(N3C(=O)C4C5C=CC(C5)C4C3=O)c2)CC1 (configuration not stated)	-1.6
Cc1ccccc1N(CC(=O)NCc1ccco1)C(=O)CCC(=O)Nc1nccs1	-0.2
COc1ccc(NC(=O)NC2CCN(C(C)C)CC2)c(OC)c1	0.2
Fc1cccc(CSc2ccc(-c3ccco3)nn2)c1	-1.7
Cc1ccccc1NC(=O)CN1C(=O)NC2(CCCCCCC2)C1=O	0.5
O=[N+]([O-])c1c(Nc2ccc(O)cc2)cc(N2CCOCC2)c2nonc12	-1.4
CCC/C(O)=C1\C(=O)CC(C)(C)CC1=Nc1ccccc1OC	-5.0
c1ccc(-n2ncc3c2ncn2cnnc32)cc1	-0.7
COc1ccc(C2=CC(=O)C[C@H](c3ccc(F)cc3)C2)cc1F	-4.8
CC1CN=C(N(C(=O)Nc2ccccc2)C(C)c2ccccc2)S1 (configuration not stated)	3.0
CN(CCCN1CCOCC1)Cc1cn(C)nc1-c1ccccc1F	0.6
COc1cc(/C=C/C(=O)OCC(=O)N2CCC(C)CC2)ccc1OCC#N	-3.2
COC(=O)c1cc(S(=O)(=O)N2CCC(C)CC2)cn1C	1.0
CC(NC(=O)Nc1ccc([N+](=O)[O-])cc1)C(c1cccs1)N1CCCC1 (configuration not stated)	-0.9
Cc1cccc(-n2c(SCC(=O)N3CC(=O)Nc4ccccc43)nc3ccccc3c2=O)c1C	-3.4
CCOC(=O)N/N=C/c1cn(CCCOc2ccccc2)c2ccccc12	0.2
COc1ccc(C2c3ccc(O)cc3Oc3ncn(Cc4ccco4)c(=N)c32)cc1OC (configuration not stated)	0.5
C=CCN(C(=O)Nc1ccc2c(c1)nc(C)n2C)c1ccccc1	5.2
O=C(O)c1sccc1S(=O)(=O)c1ccccc1	0.3
COc1cccc(C(=O)O/N=C/c2ccc(Sc3ccc(C)cc3)nc2)c1	6.5
Cc1ccc2nc(NCCNC(=O)c3ccccc3)c(C#N)cc2c1	3.6
NC(=O)C1CCN(c2nc(-c3cccc(N)c3)cs2)CC1	1.1
CCOC(=O)[C@]12CCCC=C1N(Cc1ccc(OC)cc1)C(=O)[C@@H]2CC(=O)NCCC(C)C	-0.2

New compounds follow:
mol	TTR transcr act
NC(=NC(=O)c1ccccc1)N1CCOCC1	-0.7
CCN(CC)C(=O)[C@H]1C[C@H](CC(=O)NCc2cccc(C(F)(F)F)c2)C(=O)N2CCc3c([nH]c4ccc(Cl)cc34)[C@]12C	0.0
O=C(Nc1ccc([N+](=O)[O-])cc1NC(=O)c1ccccc1)c1ccccc1	0.6
NC(=O)c1ccc(SCC(=O)OCC(=O)NCC2CCCCC2)c([N+](=O)[O-])c1	-0.3
Cc1nnc(N/N=C\c2ccc(-c3ccccc3[N+](=O)[O-])o2)n1N	-3.0
CCc1ccc2c(c1)C1(SC(NC(C)=O)=NN1C(C)=O)C(=O)N2CC (configuration not stated)	1.5
O=C(c1c[nH]c(C(=O)N2CCN(c3ccccc3F)CC2)c1)c1cccc(Cl)c1Cl	-2.5
Cc1cccc(CCNc2nc3ccccc3n3nnnc23)c1	-0.7
Cn1ccnc1SCC(=O)NC1CC1	0.5
COC(=O)/C(=C\Nc1ccc(Cl)cc1Cl)NC(=O)c1ccc(OC)cc1	-2.3
NS(=O)(=O)c1ccc(CNC(=O)C23CC4CC(CC(C4)C2)C3)cc1	-1.0
O=C1CCCCC1C(=O)c1ccccc1 (configuration not stated)	-0.7
Cc1cc(C)n(CCCNCC(O)c2ccccc2)n1 (configuration not stated)	-0.6
O=C(NC(=S)N1CCCCC1)c1cccs1	2.0
COC(=O)c1ccc(N2CCOCC2)c(NC(=O)Nc2cccc(OC)c2)c1	-1.0
COc1cccc(C(=O)NC(=S)N2c3ccccc3CC2C)c1OC (configuration not stated)	0.1
O=c1c2ccccc2oc2cc(-c3ccc4cc[nH]c4c3)ccc12	-3.6
Cc1cc2cc3c(cc2nc1SCC(=O)N1CCOCC1)OCO3	-0.7
COc1cccc(N2CC(NC(=O)C(=O)c3c[nH]c4ccccc34)CC2=O)c1 (configuration not stated)	0.0
O=C(CCN1C(=O)C2C3C=CC(C3)C2C1=O)NCC1CCCO1 (configuration not stated)	0.8

Structural class, those above with an NH in an aromatic ring (7)
mol	TTR transcr act
COc1cccc(CN(C)Cc2nc3cc(C(F)(F)F)ccc3c(=O)[nH]2)c1	-0.4
COCCN1C(=O)c2ccccc2C(C(=O)NCc2ccco2)C1c1c[nH]c2ccccc12 (configuration not stated)	-0.1
CCn1c(-c2nn(-c3ccc(C)cc3)ccc2=O)n[nH]c1=S	0.4
CCN(CC)C(=O)[C@H]1C[C@H](CC(=O)NCc2cccc(C(F)(F)F)c2)C(=O)N2CCc3c([nH]c4ccc(Cl)cc34)[C@]12C	0.0
O=C(c1c[nH]c(C(=O)N2CCN(c3ccccc3F)CC2)c1)c1cccc(Cl)c1Cl	-2.5
O=c1c2ccccc2oc2cc(-c3ccc4cc[nH]c4c3)ccc12	-3.6
COc1cccc(N2CC(NC(=O)C(=O)c3c[nH]c4ccccc34)CC2=O)c1 (configuration not stated)	0.0

The list goes on.
mol	TTR transcr act
Fc1cccc(Nc2nc(Cl)nc(Cl)n2)c1	-0.2
Cc1cc([N+](=O)[O-])nn1CC(=O)Nc1ccccn1	0.9
N#Cc1nc(-c2ccc(Cl)cc2)oc1N1CCCCC1	1.0
CC(Sc1ccc([N+](=O)[O-])cn1)C(=O)Nc1nccs1 (configuration not stated)	3.8
CCCCN(C)C1CCN(C(=S)Nc2cccc(SC)c2)CC1	-1.6
CCc1ccc(NC(=O)CNC(=O)Cn2ccc3ccccc3c2=O)cc1	1.7
COc1cccc(C(=O)Nc2cccc(-c3nnc(-c4ccccc4)o3)c2)c1	-1.8
O=C(CSc1ccccc1)NNC(=O)c1ccccc1O	-0.6
O=C1CC(=O)Nc2cc(S(=O)(=O)Nc3cccc(C(F)(F)F)c3)ccc2N1	-0.3
Cc1cccc(NC(=S)N2CCC(C(N)=O)(N3CCCCC3)CC2)c1C	-0.6
Cc1ccc(N(C)S(=O)(=O)c2cccc(C(=O)NCC(c3ccco3)N3CCCC3)c2)cc1 (configuration not stated)	5.9
O=C(C1=NN(c2ccccc2)C2C(=O)N(c3ccc(Cl)cc3)C(=O)C12)c1ccccc1 (configuration not stated)	2.8
COC(=O)c1scc(S(=O)(=O)C(C)(C)C)c1N	-2.0
Oc1ccc(-c2[nH]ncc2-c2nc3ccccc3s2)c(O)c1	-0.1
CC(C)(C)c1ccc(/C=N/NC(=S)NCc2ccccc2)cc1	1.2
CC1=NN(C(=O)COc2ccc(C)c(C)c2)C(O)(c2ccccc2)C1 (configuration not stated)	-0.1
CN1/C(=C\C(=O)COC(=O)c2nccnc2N)C(C)(C)c2ccccc21	0.9
O=C(CSc1ccc(C(F)(F)F)cc1[N+](=O)[O-])N1CCOCC1	-0.2
CSCCC(C(=O)NC(C)(C)C)n1c(-c2ccc3c(c2)OCO3)nc2ccccc21 (configuration not stated)	-0.1
COc1cccc(NC(=O)C2(C)CCN2Cc2ccc(OC(C)C)cc2)c1 (configuration not stated)	0.0

Rewritten with the structure last: entries from further up
| TTR transcr act | compound |
| --- | --- |
| -0.2 | Fc1cccc(Nc2nc(Cl)nc(Cl)n2)c1 |
| 0.9 | Cc1cc([N+](=O)[O-])nn1CC(=O)Nc1ccccn1 |
| 1.0 | N#Cc1nc(-c2ccc(Cl)cc2)oc1N1CCCCC1 |
| 3.8 | CC(Sc1ccc([N+](=O)[O-])cn1)C(=O)Nc1nccs1 (configuration not stated) |

The results go on.
structure | TTR transcr act
CCCCc1ccc(NS(=O)(=O)c2cccs2)cc1 | -0.3
Cn1c(SCC(=O)N/N=C/c2ccc([N+](=O)[O-])s2)nnc1-c1ccc(Cl)cc1 | 0.1
COc1ccc(C(=O)CSc2nnc(CN3CCCC3)n2-c2ccc(F)cc2)c(OC)c1 | 0.2
COc1cc(S(=O)(=O)Nc2ccccc2C)ccc1NC(=O)c1ccncc1 | 0.7
COC(=O)CSc1nc(C)c(Oc2ccccc2)c(=O)[nH]1 | -3.3
O=C(Cc1csc(-c2ccccc2)n1)NCC(=O)Nc1ccc(F)c(F)c1F | -0.9
COCCN(C(=O)COC(=O)c1c(C)nn(-c2ccccc2)c1C)c1c(N)n(Cc2ccccc2)c(=O)[nH]c1=O | 0.7
CS(=O)(=O)Nc1nnc(C2CCCC2)s1 | 2.6
CC1(C(=O)Nc2cccc(NS(C)(=O)=O)c2)Cc2c(-c3cccc(C(N)=O)c3)ccnc2O1 (configuration not stated) | 1.0
O=C(CSc1nc2ccccc2c(=O)[nH]1)N1CCN(c2ccccc2F)CC1 | -0.9
Cc1ccc(NS(=O)(=O)c2ccccc2F)cc1S(=O)(=O)N1CCCCC1 | -1.6
CN(Cc1ccccc1)C(=O)COC(=O)C1=NNC(=O)CC1 | 0.8
CC(C)(C)Cc1c(-c2ccc(C#N)cc2)nc2c(Cl)cc(C(F)(F)F)cn12 | -1.5
CCCc1nnc(NC(=O)C(=O)NCCN(C)C)s1 | 0.0
CCCCC(=O)N(Cc1ccc2c(c1)OCO2)Cc1nc2ccccc2c(=O)[nH]1 | 0.1
CC(C)(CNS(=O)(=O)c1ccc(Br)s1)N1CCOCC1 | -1.1
Cc1cccc(C)c1NC(=O)CN(C)C(=O)C1CCCCC1 | -0.1
CCNC(=S)NNC(=O)Cc1ccccc1 | 1.3
CCOC(=O)C1=C(c2ccccc2)OC(N)=C(C#N)C1c1cccs1 (configuration not stated) | -0.4
CCCc1c(-c2ccccc2F)ncn1Cc1ccccc1OC | -0.9
Cc1c(OC(C)C(=O)NCc2ccncc2)ccc2c3c(c(=O)oc12)CCC3 (configuration not stated) | -1.4
CNC(=O)c1c(NC(=O)CS(=O)(=O)c2ccc(Cl)cc2)sc(C)c1C | 1.2
CS(=O)(=O)N(Cc1ccccc1)c1ccc(C(=O)N2CCOCC2)cc1 | -3.0
COc1ccc(S(=O)(=O)Nc2cccc3c2O[C@H](CN(C)C(=O)Nc2ccc(C(F)(F)F)cc2)[C@@H](C)CN([C@H](C)CO)C3=O)cc1 | -2.5
CCOc1ccc(S(=O)(=O)Nc2cc(S(=O)(=O)N(CC)CC)ccc2N2CCCC2)cc1 | -1.5
CCOc1ccc(NC(=O)Cc2nnc(SCC(=O)N3CCOCC3)n2C)cc1 | 1.6
COc1ccc(C(=O)NCCNC(=O)c2ccccn2)cc1 | 0.4
COc1ccc(/C=C/C(=O)C2CC2)cc1COc1cccc(C)c1C | 1.9
CCOc1ccc(-n2nc3ccc(NC(=O)CC)cc3n2)cc1 | -1.2
Nc1nc(F)cc(N2CCCCCC2)n1 | -1.8
